# Bioassay records deposited in PubChem by several laboratories.
# TMEM16A act = activators or potentiators of mouse TMEM16A chloride channel; B-score at 10 µM; Q8BHY3; 340,000 tested, 0.3% active; HEK293 TMEM16A/YFP-H148Q/I152L, iodide quench fluorescence; stronger effect = lower value;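 active = fluorescence-ratio B-score plate-corrected deviation score at least 3 library SD below zero, with starting fluorescence score within 5 deviations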;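 also: channel opened by trigger with iodide after compound preincubation; score built on the fluorescence ratio of max minus min over baseline; more negative score means more quench and so TMEM16A activation or potentiation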
# MrgX1 antagonist = blocks BAM8-22 activation of human MrgX1 receptor; Q96LB2; MRGX1-HEK293 calcium flux, Fluo-4, BAM8-22 antagonism; stronger effect = lower value; B-score at 10 µM; 310,000 tested, 1.3% active;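 active = calcium-response B-score plate-corrected more than 3 library SD below zero, starting fluorescence within 5 deviations, no agonist response on first addition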;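 also: peak minus trough fluorescence over baseline after final BAM8-22 challenge near maximal dose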
# Target sequence (Q96LB2 whole entry, looked up): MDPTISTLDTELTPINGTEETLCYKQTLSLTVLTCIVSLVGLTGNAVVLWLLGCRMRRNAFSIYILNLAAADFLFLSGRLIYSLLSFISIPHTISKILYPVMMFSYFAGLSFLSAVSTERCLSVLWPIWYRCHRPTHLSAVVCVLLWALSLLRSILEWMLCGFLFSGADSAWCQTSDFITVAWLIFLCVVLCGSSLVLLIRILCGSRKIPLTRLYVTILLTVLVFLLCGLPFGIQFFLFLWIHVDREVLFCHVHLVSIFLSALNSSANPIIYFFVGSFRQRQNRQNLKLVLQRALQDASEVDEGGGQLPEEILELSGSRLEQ
# SKKanGAS inh = inhibitors of SKKanGAS S. pyogenes growth in kanamycin (SK-promoter or general growth effect); BacTiter-Glo, 6 h; inhibition, % at 7.5 µM; 300,000 tested, 1.3% active;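 active = mean replicate score, as percent of positive control median, at least 50; inconclusive = mean below 50 but one replicate at or above 50; inactive = mean and every replicate below 50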;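 also: strain carries kanamycin resistance gene driven by streptokinase promoter and grows in 40 µg/ml kanamycin; loss of luminescence reflects streptokinase promoter inhibition or plain growth inhibition; 0% = median of DMSO wells and 100% = positive control at its reference dose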
# TRPC6 activator = mouse TRPC6 channel activation; 310,000 tested, 0.13% active; B-score at 10 µM; Q61143; HEK293-TRPC6 membrane potential dye fluorescence; stronger effect = higher value;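 active = B-score of the integrated fluorescence ratio above library mean plus 3 SD, and starting fluorescence ratio within library mean plus 5 SD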;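 also: higher score means more depolarization so channel activation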
# TMEM16A inh = blocks the mouse calcium-activated chloride channel TMEM16A | Q8BHY3 | HEK293 TMEM16A/YFP iodide influx fluorescence, ionomycin | normalized B-score (activity score, 25-100; higher = stronger inhibition) at 10 µM | 310,000 tested, 1.2% active | AID 588511;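 active = ratio plate-corrected score three or more library SD toward inhibition, starting fluorescence score within five deviations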;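 also: score derived from kinetic fluorescence span divided by baseline fluorescence per well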
# RGS4 act = potentiators or activators of RGS4. HEK293 M3R/inducible RGS4, carbachol calcium flux Fluo4; stronger effect = lower value. B-score at 10 µM. 310,000 tested, 0.92% active. AID 463111;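 active = B-score of the integrated calcium signal more than 4 SD below the library mean, with starting fluorescence not abnormally high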;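 also: negative B-score means reduced calcium response which marks RGS4 activation or potentiation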
#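 Test system: HEK293 cells with stable M3R and inducible RGS4; also added: carbachol at ECmax as muscarinic agonist stimulus; schedule: dye loading 30 min 37 °C, buffer rest 30 min RT; technique: kinetic calcium fluorescence imaging with Fluo4-AM dye, 2 µM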
# HDAC3 inhib = inhibitors of human histone deacetylase 3; recombinant HDAC3, fluorogenic peptide/trypsin coupled, fluorescence; 320,000 tested, 0.15% active; AID 2718; inhibition, % at 8.3 µM; in the data active = inhibition above about 26%, passing the limit was not always enough; inconclusive = no clear call, values can overlap the other calls
# Target sequence (O15379 whole entry, looked up): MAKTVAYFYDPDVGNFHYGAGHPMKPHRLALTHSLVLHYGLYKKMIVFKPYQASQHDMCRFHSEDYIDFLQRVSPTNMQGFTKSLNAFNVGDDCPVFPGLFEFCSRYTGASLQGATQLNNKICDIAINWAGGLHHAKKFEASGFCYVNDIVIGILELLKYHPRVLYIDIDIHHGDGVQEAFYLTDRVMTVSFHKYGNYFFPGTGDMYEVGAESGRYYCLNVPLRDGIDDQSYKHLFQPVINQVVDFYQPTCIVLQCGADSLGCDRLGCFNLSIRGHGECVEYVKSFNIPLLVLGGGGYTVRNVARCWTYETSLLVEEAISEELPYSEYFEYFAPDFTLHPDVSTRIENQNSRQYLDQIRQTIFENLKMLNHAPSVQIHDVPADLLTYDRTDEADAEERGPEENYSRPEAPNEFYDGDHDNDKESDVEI
# MrgX1 allo act = human MrgX1 positive allosteric modulation, primary screen; MrgX1-HEK293, Fluo-4 calcium flux, FDSS; stronger effect = higher value; B-score at 10 µM; 310,000 tested, 0.63% active;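 active = plate-corrected calcium response at least 3 library SD above typical, normal starting fluorescence, not activating the receptor alone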;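 also: compound read alongside a low EC10 to EC30 dose of BAM8-22 agonist; peak minus trough fluorescence over baseline measured at the second addition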
# RGS4 block = inhibitors of human RGS4. P49798. HEK293 M3R/RGS4 inducible, Fluo-4 calcium flux; stronger effect = higher value; triggered by carbachol at its EC20. B-score at 10 µM. 310,000 tested, 0.45% active;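 active = B-score, a plate-corrected calcium signal, over three deviations above library mean, with baseline fluorescence within five deviations of library mean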;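 also: RGS4 expression induced by doxycycline in cells with stable M3 receptor; B-score is computed from the integrated fluorescence ratio over baseline after carbachol; higher B-score means a larger calcium signal and so more RGS4 inhibition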
# Target sequence (P49798 whole entry, looked up): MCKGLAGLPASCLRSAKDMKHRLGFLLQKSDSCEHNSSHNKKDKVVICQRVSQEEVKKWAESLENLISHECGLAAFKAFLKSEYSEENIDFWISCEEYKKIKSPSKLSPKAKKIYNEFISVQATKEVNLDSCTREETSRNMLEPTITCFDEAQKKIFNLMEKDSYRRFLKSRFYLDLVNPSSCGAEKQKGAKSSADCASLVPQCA
# MrgX1 ag = human MrgX1 receptor agonism, primary screen; MrgX1-HEK293 cells, Fluo-4 calcium fluorescence, agonist mode; stronger effect = higher value; 310,000 tested, 0.44% active; Q96LB2; B-score at 10 µM; AID 588627;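 active = calcium response B-score plate-corrected fluorescence ratio at least 3 library SD, with starting fluorescence B-score inside 5 SD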
#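 Test system: Stable human MrgX1 HEK293 cell line | Schedule: Overnight plating before 1 h dye loading | Read-out basis: Baseline-normalised fluorescence change ratio, B-scored | Detection: Kinetic calcium dye fluorescence, Fluo-4 NW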
# TRPC6 inh = inhibitors of mouse TRPC6 channel; HEK293-TRPC6, membrane potential dye, ACh-evoked depolarization; stronger effect = lower value; 310,000 tested, 1.1% active; Q61143; B-score at 10 µM;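 active = B-score under library mean minus 3 SD, initial fluorescence not abnormally high, positive integrated signal ratio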;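 also: B-score derived from integrated fluorescence ratio over the kinetic read; more negative B-score means stronger inhibition of depolarization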
# * = called active by the depositor; i = inactive; u = inconclusive; x = not tested or not shown.
SMILES,TMEM16A act,MrgX1 antagonist,SKKanGAS inh,TRPC6 activator,TMEM16A inh,RGS4 act,HDAC3 inhib,MrgX1 allo act,RGS4 block,MrgX1 ag,TRPC6 inh
CCOC(=O)C1(CCOc2ccccc2)CCN(Cc2cccc(OC)c2)CC1,i,i,1,i,i,i,-5,i,i,i,i
O=C(CSc1nnc(CNC(=O)c2ccc(F)cc2)o1)c1ccccc1,i,i,-11,i,i,i,7,i,i,i,i
O=S(=O)(NCc1cccnc1)c1cccc2cccnc12,i,i,1,i,i,i,-7,i,i,i,i
Cc1cccc2cc(CN(CCN(C)C)C(=S)NCc3ccco3)c(=O)[nH]c12,i,i,-15,i,i,i,-1,i,i,i,i
O=C(/C=C/c1c(F)cccc1Cl)Nc1ccc(S(=O)(=O)Nc2ncccn2)cc1,i,i,6,i,i,i,-5,i,i,i,i
CC(=O)C1=C(O)C(=O)N(c2ccc(S(N)(=O)=O)cc2)C1c1ccc([N+](=O)[O-])cc1 (stereo not drawn),i,i,-8,i,i,i,-7,i,i,i,i
CC1CCCCN1S(=O)(=O)c1ccc2c(c1)CCN2C(=O)C1CCC1 (stereo not drawn),i,i,0,i,i,i,0,i,i,i,i
COC(=O)CNC(=O)c1cn(-c2ccc(C)c(C)c2)c(=O)c2ccccc12,i,i,1,i,i,i,-2,i,i,i,i
O=C(Cc1ccc(F)cc1)NC1CCCC1,i,i,-6,i,i,i,x,i,i,i,i
CCc1nnc(NC(=O)CSc2nc3c(c(=O)n2-c2ccccc2OC)SCC3)s1,i,-5.9*,x,x,i,x,2,i,x,i,x
Cc1ccc(Nc2c(-c3ccc(N4CCOCC4)cc3)nc3ncccn23)cc1,i,i,-10,i,i,i,0,i,i,i,i
CCc1ccc(N(CC(=O)NC2CCCC2)S(=O)(=O)c2c(C)noc2C)cc1,i,i,2,i,i,i,1,i,i,i,i
CCN(CC)CCSc1nc(O)c(Cc2ccccc2)c(=O)n1-c1ccccc1,i,i,6,i,i,i,1,i,i,i,i
S=C(NC1CCCCC1)NN1CCOCC1,i,i,-2,i,i,i,7,i,i,i,i
CCOc1ccc(NC(=O)CSc2nnc(-c3ccccc3)n2N)cc1,i,i,-1,i,i,i,-11,i,i,i,i
COc1ccccc1C1OC2=C(Nc3ccc([N+](=O)[O-])cc3N2)C1=O (stereo not drawn),i,i,-3,i,i,i,-2,i,i,i,i
Cc1c(C(=O)N2CCN(c3ccc(F)cc3)CC2)sc2ncnc(N3CCN(c4ccccn4)CC3)c12,i,i,26,i,i,-8.9*,4,i,i,i,i
Cc1nc(SCC(=O)N2CCc3ccccc3C2)c2c(C)c(C)sc2n1,i,i,13,i,100*,i,1,i,i,i,i
COCCNS(=O)(=O)c1ccc2c(c1)C(=NO)c1cc(S(=O)(=O)NCCOC)ccc1-2,i,i,6,i,i,i,x,i,i,i,i
COc1cccc(-c2nnc(SCC(=O)OC(C)C)n2N)c1,i,i,-9,i,i,i,-6,i,i,i,i
CN1CCc2c(sc3nc(SCC(=O)N4CCOCC4)n(-c4ccc(Cl)cc4)c(=O)c23)C1,i,i,6,i,i,i,-5,i,i,i,i
COc1ccc(-c2ccc(CCC(=O)O)n2-c2ccc(O)cc2)cc1,i,i,2,i,i,i,3,i,i,i,i
COc1ccc(OC)c(/C=N/NC(=O)c2ccc(N(C)S(=O)(=O)c3ccccc3)cc2)c1,i,i,8,i,i,i,-11,7*,i,i,i
CC(=O)Nc1ccc(/C=C/c2ccc3c([N+](=O)[O-])cccc3n2)cc1,i,i,2,i,i,i,3,i,i,i,i
COc1ccc(S(=O)(=O)c2c(O)c3ccc(C(=O)Nc4ccccc4F)cc3[nH]c2=O)cc1,i,i,-3,i,i,i,-3,i,i,i,i
Cc1c(C(=O)Nc2ccc(S(=O)(=O)N(C)C3CCN(C)CC3)cc2)oc2c(Cl)cccc12,i,i,-14,i,i,i,2,i,i,i,i
CC1=CC(C)(C)N(C(=O)CSc2nccn2C)c2cc(C)ccc21,i,i,2,i,i,i,1,i,i,i,i
CCOC(=O)C1CCN(C(=O)Cc2ccccc2OC)CC1,i,i,-5,i,i,i,9,i,i,i,i
C=CCNc1nc(Nc2cc(Cl)ccc2OC)nc(OC)n1,i,i,1,i,i,i,2,i,i,i,i
Cc1ccccc1-n1cc(CNCc2c(C(=O)N(C)C)nc3ccc(Cl)cn23)cn1,i,i,0,i,i,i,-4,i,i,i,i
O=C(Nc1ccc(Cl)cc1Cl)Nn1cnnc1,i,i,-3,i,i,i,-6,i,i,i,i
CC(C)CCNC(=O)c1cccnc1Sc1ccccc1,i,i,-2,i,i,i,1,i,i,i,i
CCOC(=O)c1ccc(S(=O)(=O)N2CCN(C(=O)CSc3nc4ccccc4o3)CC2)cc1,i,i,-2,i,i,i,-1,i,i,i,i
O=C(COc1ccc2ccc(=O)oc2c1)NC(Cc1ccc(Cl)cc1)C(=O)O (stereo not drawn),i,i,1,i,i,i,-11,i,i,i,i
COc1cccc(-c2nnc(NC(=O)c3cccc(F)c3)o2)c1,i,i,87*,i,i,i,-1,i,i,28*,i
COc1ccc(OC)c(NC(=O)c2ccccc2NC(=O)c2ccco2)c1,i,i,-3,i,i,i,x,i,i,i,i
COc1cnc(-c2ccccn2)nc1NC(C)C,i,i,u,i,i,i,2,i,i,i,i
COc1ccc(S(=O)(=O)N2CCOC23CCN(S(=O)(=O)c2ccc(F)cc2C)CC3)cc1,i,x,10,i,x,i,x,x,i,x,i
O=[N+]([O-])c1ccc(-c2cnc3ccccc3n2)cc1,i,i,-1,i,i,i,-1,i,i,i,i
CCCOc1ccc(C2NC(=S)NC(C)=C2C(=O)c2ccccc2)cc1OC (stereo not drawn),i,i,-4,i,i,i,7,i,i,i,i
COc1ccc(OC)c(-c2csc(NC(=O)CSc3ccc([N+](=O)[O-])cc3)n2)c1,i,i,3,i,i,i,3,i,i,i,i
CCS(=O)(=O)N1Cc2ccccc2CC1C(=O)N(C)Cc1ccc(OC)c(F)c1 (stereo not drawn),i,i,-2,i,i,i,-13,i,i,i,i
CS(=O)(=O)N1CCN=C1SCc1ccc(Br)cc1,i,i,-3,i,i,i,-7,i,i,i,i
CCN1/C(=C/C(C)=O)Sc2ccc(OC)cc21,i,i,1,i,i,i,8,i,i,i,i
N#CC1=C(N)OC2=C(C(=O)CCC2)C1c1ccc2c(c1)OCO2 (stereo not drawn),i,i,3,i,i,i,1,i,i,i,i
CCCCCCCCNC(=O)/C(C#N)=C/c1ccccc1[N+](=O)[O-],i,i,14,i,i,-7.9*,8,i,i,i,i
O=C(CS(=O)(=O)c1cccc(Cl)c1)Nc1ccccc1Cl,i,i,0,i,i,i,-1,i,i,i,i
CCN(CC(=O)NCc1cccs1)C(=O)c1cccc(S(=O)(=O)Nc2ccc(C)cc2)c1,i,i,-1,i,i,i,-2,i,i,i,i
COc1ccccc1CNC(=O)c1nn(C)c2c1CS(=O)(=O)c1ccccc1-2,i,i,3,i,i,i,-4,i,i,i,i
CC1CCCCC1n1c(-c2cccnc2)n[nH]c1=S (stereo not drawn),i,i,5,i,i,i,-2,i,i,i,i
CCOC(=O)C1(CC2CCCCO2)CCN(Cc2nccn2-c2ccc(OC)cc2)CC1 (stereo not drawn),i,i,0,i,i,i,8,i,i,i,i
Cc1cc(NC(=O)CSc2nncc(=O)n2N)no1,i,i,-9,i,i,i,3,i,i,i,i
CC(Sc1ccccc1)C(=O)Nc1ccc(S(=O)(=O)N2CCOCC2)cc1 (stereo not drawn),i,i,1,i,i,i,2,i,i,i,i
N#Cc1ccc(Oc2ccc(S(=O)(=O)N3CCOCC3)cn2)cc1,i,i,-2,i,i,i,-1,i,i,i,i
Cc1cc(C)n(-c2n[nH]c(=O)c3ccccc23)n1,i,i,6,i,i,i,2,i,i,i,i
CCOC(=O)CCN(c1ccccc1)S(=O)(=O)c1ccc(-c2ccc(=O)[nH]n2)s1,i,i,-3,i,i,i,-7,i,i,i,i
Cc1ccc(-c2ccccc2)n1-c1cccc(C(=O)O)c1,i,i,12,i,i,i,x,i,i,i,i
CCOc1ccc(C(C)=O)cc1COc1ccc(-c2nnco2)cc1,i,i,-2,i,i,i,4,i,i,i,i
O=C(Cc1ncc(C(F)(F)F)cc1Cl)N1CCN(c2cccc(Cl)c2)CC1,i,i,-2,i,i,i,4,i,i,i,i
Cc1ccc(F)cc1NCC(=O)Nc1ccc(Br)cc1,i,i,-2,i,i,i,6,i,i,i,i
# (further entries)
SMILES,TMEM16A act,MrgX1 antagonist,SKKanGAS inh,TRPC6 activator,TMEM16A inh,RGS4 act,HDAC3 inhib,MrgX1 allo act,RGS4 block,MrgX1 ag,TRPC6 inh
CN(Cc1nccn1C)C(=O)CCc1nnc(CCC2CCCCC2)o1,i,i,-1,i,i,i,0,i,i,i,i
C=CCc1cccc(/C=N/NC(=O)C(=O)Nc2ccc(C)cc2)c1O,i,i,70*,i,i,i,-9,i,i,i,i
Cc1ccc(CCNC(=O)CN(C)S(=O)(=O)c2ccc3c(c2)c(=O)n(C)c(=O)n3C)cc1,i,i,-1,i,i,i,-4,i,i,i,i
OC(COc1cccc2ccccc12)CN1CCN(c2ccc(Cl)cc2)CC1 (stereo not drawn),i,i,57*,i,i,i,11,i,i,i,i
CCOc1ccccc1N(CC(=O)NC1CCCCC1)C(=O)CNC(=O)c1ccco1,i,i,-2,i,i,i,1,i,i,i,i
Cc1c(O)ccc2c(CN3CCN(Cc4ccccc4)CC3)cc(=O)oc12,i,i,1,i,i,i,-21,i,i,i,i

# Part of the list above in order of SMILES length, low to high:
SMILES,TMEM16A act,MrgX1 antagonist,SKKanGAS inh,TRPC6 activator,TMEM16A inh,RGS4 act,HDAC3 inhib,MrgX1 allo act,RGS4 block,MrgX1 ag,TRPC6 inh
Cc1c(O)ccc2c(CN3CCN(Cc4ccccc4)CC3)cc(=O)oc12,i,i,1,i,i,i,-21,i,i,i,i
CCOc1ccccc1N(CC(=O)NC1CCCCC1)C(=O)CNC(=O)c1ccco1,i,i,-2,i,i,i,1,i,i,i,i
Cc1ccc(CCNC(=O)CN(C)S(=O)(=O)c2ccc3c(c2)c(=O)n(C)c(=O)n3C)cc1,i,i,-1,i,i,i,-4,i,i,i,i
